Pf growth 96h – Primary qHTS for delayed death inhibitors of the malarial parasite plastid, 96 hour incubation | P. falciparum luciferase reporter growth, 96 h | Potency, µM (highest dose often 28.7 µM), inactives show top-dose activity change, negative = inhibition, actives largely listed as inhibitors | hit rate 6.9% among 320,000
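96 h incubation, 37 C, 5% CO2, of luciferase-reporter P. falciparum-infected RBCs (2% hematocrit, 0.05% parasitemia final) with test compounds; endpoint luminescence.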
Pf growth 48h – Primary qHTS for delayed death inhibitors of the malarial parasite plastid, 48 hour incubation; Potency, µM (titrated, usually from 28.7 µM), for inactives: at the highest dose activity change, negative = inhibition, usual class: inhibitors; hit rate 5.9% among 310,000; AID 504832, 2011; P. falciparum luciferase growth in erythrocytes, 48 h
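Erythrocytes infected with P. falciparum carrying an integrated firefly luciferase reporter (2% hematocrit, 0.1% parasitemia final) were exposed to compounds in RPMI 1640 with 0.5% Albumax at 37 C, 5% CO2. Growth inhibition was scored as reduced luminescence.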
Tb PYK inh – qHTS of Trypanosoma Brucei Inhibitors; TbPYK enzyme, Kinase-Glo Plus ATP luminescence, 45 min; Potency, µM (top dose mostly 76.8 µM), inactives show top-dose activity, negative = inhibition, hits mostly inhibitors; hit rate 0.12% among 410,000; further: nearly all actives have a fitted effect of over 50% in size
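In this concentration-response screen, enzyme-free wells defined baseline while DMSO plates tracked drift. Each reaction combined TbPYK, substrate, compound and 130 uM ADP for 45 min at room temperature. Kinase-Glo Plus luminescence gave the signal.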
LmPK inh – qHTS Assay for Inhibitors of Leishmania Mexicana Pyruvate Kinase (LmPK); purified LmPK, Kinase-Glo ATP luminescence, 1 h; Q27686; hit rate 0.37% among 290,000; Potency, µM (series often up to 57.5 µM), without a hit: top-dose activity change, negative = inhibition, most hits filed as inhibitors; AID 1721, 2009
Target sequence (Q27686 whole entry, looked up): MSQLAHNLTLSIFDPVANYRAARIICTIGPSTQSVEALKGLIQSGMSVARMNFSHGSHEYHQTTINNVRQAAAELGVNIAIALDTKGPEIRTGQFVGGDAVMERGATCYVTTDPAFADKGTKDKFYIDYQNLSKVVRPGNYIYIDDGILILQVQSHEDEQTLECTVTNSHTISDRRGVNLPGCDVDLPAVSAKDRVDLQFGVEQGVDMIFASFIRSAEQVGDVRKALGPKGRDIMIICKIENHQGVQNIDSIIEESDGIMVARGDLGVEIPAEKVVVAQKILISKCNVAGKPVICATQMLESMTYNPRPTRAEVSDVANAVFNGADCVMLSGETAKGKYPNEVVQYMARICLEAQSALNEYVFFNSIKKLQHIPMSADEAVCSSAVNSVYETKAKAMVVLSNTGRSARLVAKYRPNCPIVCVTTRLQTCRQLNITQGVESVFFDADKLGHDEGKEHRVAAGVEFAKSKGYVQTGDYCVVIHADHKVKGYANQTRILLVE
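Screened at intermediate enzyme activity to detect both inhibitors and activators: LmPK at 0.1 nM, with a 0.5 nM enzyme column as activation reference. PEP 0.5 mM, ADP 0.1 mM; ATP detected by luminescence after 1 h.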
Sm TGR block – qHTS Assay for the Inhibitors of Schistosoma Mansoni Peroxiredoxins; AID 485364, 2010; Potency, µM (top dose mostly 114 µM), for the others: top-dose activity change, negative = inhibition, usual class: inhibitors; hit rate 3% among 360,000; Schistosoma mansoni thioredoxin glutathione reductase (TGR), Q962Y6; purified TGR, DTNB reduction, TNB absorbance 405 nm; further: nearly all actives have a fitted effect of over 60% in size
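TGR 20 nM + NADPH 100 uM (dispensed conc.), cpd preinc 15 min RT; start with NADPH (500 uM addition) then DTNB (15 mM addition). Kinetic TNB absorbance, 405 nm filter. Four-parameter Hill fit across titration.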
HCV inh – qHTS Assay for Inhibitors of Hepatitis C Virus (HCV); Huh7.5.1 HCVcc-Cre infection, luciferase reporter, 44 h; Potency, µM (highest dose often 41.8 µM), for inactives: at the top dose activity change, negative = inhibition, most hits filed as inhibitors; hit rate 3.4% among 340,000; AID 651820, 2012
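Luciferase read-out (15 sec integration) after a 15 min room-temperature substrate step quantifies HCVcc-Cre infection. Cells, 1,000 per well, had compound added 4 h post-plating, then virus at ~0.5 moi, and were cultured 44 h.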
An asterisk follows results filed as active; [ ] = another dose, or the depositor's remark. The call rests on the fitted dose curve; in most records, active means well fitted curve in the direction sought with a large enough effect; inconclusive means small, poorly fitted or top-dose-only effect, or another doubt; inactive means no such curve, though single readings can be large; an effect the other way counts as inactive or inconclusive. On the % scale 0 is the no-effect control and ±100 the full control effect; potency means the concentration at half of the fitted maximal effect.

Results for COc1ccccc1C(c1nnnn1C(C)(C)C)N1CCN(Cc2ccccc2)CC1 (centres undefined) ?
Pf growth 96h: -29%; Pf growth 48h: 13µM*; Tb PYK inh: -3%; LmPK inh: 2%; Sm TGR block: 0%; HCV inh: -20%

What do the screens show for `Cc1cccc(CCNC(=O)C2CCC(CNc3c(N4CCCC4)c(=O)c3=O)CC2)c1` (centres undefined)?
Pf growth 96h: 9.3µM*; Tb PYK inh: 2%; LmPK inh: 4%; Sm TGR block: -2%; HCV inh: -2%

How did Cc1nc2c(Br)cc(Br)cc2cc1O do in these assays?
Pf growth 96h: inconclusive; Tb PYK inh: 3%; LmPK inh: 6%; Sm TGR block: 4%; HCV inh: -7%

Results for C=CCC(C(=O)c1ccccc1)[N+](C)(C)CC=C (centres undefined) ?
Pf growth 96h: 37%[activator]; Pf growth 48h: -25%; Tb PYK inh: -2%; LmPK inh: 1%; HCV inh: 5%

What do the screens show for `C/C(=N\OCC(=O)OCC(=O)NC(=O)c1ccc(OC(F)F)cc1)c1ccc2c(c1)OCO2`?
Pf growth 96h: 0%; Pf growth 48h: 14%; Tb PYK inh: 0%; Sm TGR block: 6%; HCV inh: 2%

How did FC(F)(F)c1nnc2sc(-c3ccncc3)nn12 do in these assays?
Pf growth 96h: 274%[activator]; Pf growth 48h: 1%; Tb PYK inh: 1%; LmPK inh: -4%; Sm TGR block: -15%; HCV inh: inconclusive

Results for COc1ccc2cc(C(=O)N/N=C/c3sc4ccccc4c3O)ccc2c1 ?
Pf growth 96h: 40%[activator]; Pf growth 48h: inconclusive; Tb PYK inh: -15%; LmPK inh: 0%; Sm TGR block: 3%; HCV inh: inconclusive

What do the screens show for `CCOC(=O)N1CCN(C(=O)CN(C)S(=O)(=O)c2ccc(F)cc2)CC1`?
Pf growth 96h: 9%; Pf growth 48h: 34%[activator]; Tb PYK inh: 5%; LmPK inh: -2%; Sm TGR block: -12%; HCV inh: 1%

What do the screens show for `COc1ccc(Br)cc1/C=N/NC(=O)CNC(=O)c1cccnc1`?
Pf growth 96h: -12%; Pf growth 48h: -3%; Tb PYK inh: 2%; LmPK inh: 0%; Sm TGR block: -6%; HCV inh: 11%

How did COC(=O)C1=C(C)NC(C)=C(C(=O)OC)C1C(=O)OCc1nc2cc(C(=O)OC)ccc2c(=O)[nH]1 do in these assays?
Pf growth 96h: inconclusive; Pf growth 48h: inconclusive; Tb PYK inh: -3%; Sm TGR block: -1%; HCV inh: -8%

Results for O=P(O)(O)c1ccccc1OCCCCCOc1ccccc1P(=O)(O)O ?
Pf growth 96h: inconclusive; Pf growth 48h: 0%; Tb PYK inh: -9%; LmPK inh: 7%; Sm TGR block: 8%; HCV inh: 3%

How did CCCC(=O)Nc1nn(CC)c2nc3ccc(C)cc3cc12 do in these assays?
Pf growth 96h: inconclusive; Pf growth 48h: inconclusive; Tb PYK inh: -1%; LmPK inh: 2%; Sm TGR block: -2%; HCV inh: -24%

What do the screens show for `COc1ccc(-c2ccc(SCC(=O)NCC3CCCO3)nn2)cc1OC` (centres undefined)?
Pf growth 96h: 119%[activator]; Pf growth 48h: 28%; Tb PYK inh: 3%; LmPK inh: 4%; Sm TGR block: 11%; HCV inh: 8%

Results for COc1ccc(/C=c2\s/c(=C(/C#N)C(=O)NCc3ccco3)n(-c3ccccc3)c2=O)cc1 ?
Pf growth 96h: 30%; Pf growth 48h: 0%; Tb PYK inh: 5%; LmPK inh: -1%; Sm TGR block: 5%; HCV inh: -22%

How did COC(=O)C1=C(c2cccc(C#N)c2)C[C@@H]2CC[C@H]1N2C(=O)N1CCCCC1 do in these assays?
Pf growth 96h: 27%; Pf growth 48h: 30%; Tb PYK inh: 5%; Sm TGR block: -4%; HCV inh: 17%

How did Nc1ccccc1C(=O)NNc1c2ccccc2nc2ccccc12 do in these assays?
Pf growth 96h: inconclusive; Pf growth 48h: inconclusive; Tb PYK inh: -7%; LmPK inh: -16%; Sm TGR block: 7%; HCV inh: inconclusive

How did O=C(Nc1nc(-c2cc(Cl)sc2Cl)cs1)c1cccs1 do in these assays?
Pf growth 96h: -51%; Pf growth 48h: inconclusive; Tb PYK inh: -23%; LmPK inh: -3%; Sm TGR block: -3%; HCV inh: inconclusive

Results for Cc1cccc2cc(COC(=O)c3ccccn3)c(=O)[nH]c12 ?
Pf growth 48h: 6%; Tb PYK inh: -1%; LmPK inh: -2%; Sm TGR block: -9%; HCV inh: 4%

What do the screens show for `Cc1cc(-c2nnc(SCC(=O)Nc3ccc(S(N)(=O)=O)cc3)n2N)n[nH]1`?
Pf growth 96h: -27%; Pf growth 48h: -14%; Tb PYK inh: -6%; LmPK inh: -1%; Sm TGR block: 3%; HCV inh: 3%

How did CC(=O)N1c2ccccc2NC2=C(C(=O)CCC2)C1c1ccco1 (centres undefined) do in these assays?
Pf growth 96h: 117%[activator]; Pf growth 48h: inconclusive; Tb PYK inh: -1%; LmPK inh: 2%; Sm TGR block: 35µM*; HCV inh: -13%

8 successive entries already listed, quoted:
What do the screens show for `COc1ccc(-c2ccc(SCC(=O)NCC3CCCO3)nn2)cc1OC` (centres undefined)?
Pf growth 96h: 119%[activator]; Pf growth 48h: 28%; Tb PYK inh: 3%; LmPK inh: 4%; Sm TGR block: 11%; HCV inh: 8%

Results for COc1ccc(/C=c2\s/c(=C(/C#N)C(=O)NCc3ccco3)n(-c3ccccc3)c2=O)cc1 ?
Pf growth 96h: 30%; Pf growth 48h: 0%; Tb PYK inh: 5%; LmPK inh: -1%; Sm TGR block: 5%; HCV inh: -22%

How did COC(=O)C1=C(c2cccc(C#N)c2)C[C@@H]2CC[C@H]1N2C(=O)N1CCCCC1 do in these assays?
Pf growth 96h: 27%; Pf growth 48h: 30%; Tb PYK inh: 5%; Sm TGR block: -4%; HCV inh: 17%

How did Nc1ccccc1C(=O)NNc1c2ccccc2nc2ccccc12 do in these assays?
Pf growth 96h: inconclusive; Pf growth 48h: inconclusive; Tb PYK inh: -7%; LmPK inh: -16%; Sm TGR block: 7%; HCV inh: inconclusive

How did O=C(Nc1nc(-c2cc(Cl)sc2Cl)cs1)c1cccs1 do in these assays?
Pf growth 96h: -51%; Pf growth 48h: inconclusive; Tb PYK inh: -23%; LmPK inh: -3%; Sm TGR block: -3%; HCV inh: inconclusive

Results for Cc1cccc2cc(COC(=O)c3ccccn3)c(=O)[nH]c12 ?
Pf growth 48h: 6%; Tb PYK inh: -1%; LmPK inh: -2%; Sm TGR block: -9%; HCV inh: 4%

What do the screens show for `Cc1cc(-c2nnc(SCC(=O)Nc3ccc(S(N)(=O)=O)cc3)n2N)n[nH]1`?
Pf growth 96h: -27%; Pf growth 48h: -14%; Tb PYK inh: -6%; LmPK inh: -1%; Sm TGR block: 3%; HCV inh: 3%

How did CC(=O)N1c2ccccc2NC2=C(C(=O)CCC2)C1c1ccco1 (centres undefined) do in these assays?
Pf growth 96h: 117%[activator]; Pf growth 48h: inconclusive; Tb PYK inh: -1%; LmPK inh: 2%; Sm TGR block: 35µM*; HCV inh: -13%

Remaining list, next part
How did COc1ccc2cc(C(c3nnnn3C(C)(C)C)N3CCc4ccccc4C3)c(=O)[nH]c2c1 (centres undefined) do in these assays?
Pf growth 96h: inconclusive; Pf growth 48h: inconclusive; LmPK inh: 1%; Sm TGR block: -35%; HCV inh: inconclusive

Results for Cc1cccc(Cn2c(Sc3nc(C)cs3)nc3c2c(=O)[nH]c(=O)n3C)c1 ?
Pf growth 96h: 1.7µM*; Pf growth 48h: -21%; Tb PYK inh: -1%; LmPK inh: 1%; Sm TGR block: 9%; HCV inh: inconclusive

How did CCC(=O)NCc1ccc(-c2nc3ncccc3o2)cc1 do in these assays?
Pf growth 96h: inconclusive; Pf growth 48h: 0%; Tb PYK inh: 2%; LmPK inh: 2%; Sm TGR block: 1%; HCV inh: 10%

How did COc1ccc2c(c1)c(=O)oc1cc(OCC(=O)N3CCc4ccccc4C3)ccc12 do in these assays?
Pf growth 48h: -14%; Tb PYK inh: -5%; LmPK inh: 11%; Sm TGR block: 4%; HCV inh: inconclusive

How did Cc1nc(C(=O)Nc2cccc(Cl)c2)nn1-c1cc(OC(C)C)c(Cl)cc1Cl do in these assays?
Pf growth 96h: -26%; Pf growth 48h: inconclusive; Tb PYK inh: 1%; LmPK inh: -3%; Sm TGR block: 7%; HCV inh: -1%

How did Cc1ccc(N(Cc2ccccc2)C(=O)c2cccc(S(=O)(=O)N3CC(C)OC(C)C3)c2)cc1 (centres undefined) do in these assays?
Pf growth 96h: inconclusive; Pf growth 48h: 10µM*; Tb PYK inh: -5%; Sm TGR block: -2%; HCV inh: inconclusive

How did Cn1c(=O)n(C)c2cc(S(=O)(=O)Nc3ccccc3O)ccc21 do in these assays?
Pf growth 48h: 19%; Tb PYK inh: 4%; LmPK inh: 2%; Sm TGR block: 19%; HCV inh: -20%

Results for COc1ccc(C(=O)N2CCOCC2)cc1S(=O)(=O)N1CCCc2ccccc21 ?
Pf growth 96h: 19%; Pf growth 48h: -15%; Tb PYK inh: 5%; LmPK inh: 3%; Sm TGR block: -7%; HCV inh: inconclusive

How did CCOc1ccc(N(CC(=O)Nc2ccc(Br)cc2)S(C)(=O)=O)cc1 do in these assays?
Pf growth 96h: inconclusive; Pf growth 48h: 51%[activator]; Tb PYK inh: 0%; LmPK inh: -1%; Sm TGR block: 10%; HCV inh: inconclusive

Results for Cc1c(CCOC(=O)c2ccccc2)sc[n+]1Cc1ccccc1 ?
Pf growth 96h: -7%; Pf growth 48h: 5.2µM*; Tb PYK inh: 4%; LmPK inh: -3%; Sm TGR block: -24%; HCV inh: -3%

How did C=CCNC(=S)NNC(=O)C(CCCC)CC(C)(C)O (centres undefined) do in these assays?
Pf growth 96h: 42%[activator]; Pf growth 48h: inconclusive; Tb PYK inh: 3%; LmPK inh: 0%; Sm TGR block: -22%; HCV inh: 14%

What do the screens show for `NC(=O)CSc1nc2ccccc2c(=O)n1-c1ccccc1`?
Pf growth 96h: -12%; Pf growth 48h: -7%; Tb PYK inh: -5%; LmPK inh: 0%; Sm TGR block: -6%; HCV inh: -8%

Results for N#CC1(Nc2ccccc2)C(=O)Nc2ccccc21 (centres undefined) ?
Pf growth 96h: inconclusive; Tb PYK inh: 11%; LmPK inh: 1%; Sm TGR block: 4%; HCV inh: 9%

What do the screens show for `COc1cccc(OCC(=O)O/N=C(\N)c2ccc(OC)c(OC)c2)c1`?
Pf growth 96h: 6.6µM*; Pf growth 48h: 15%; Tb PYK inh: -11%; LmPK inh: -3%; Sm TGR block: 0%; HCV inh: inconclusive

What do the screens show for `Cc1nc(N)[nH]c(=O)c1Oc1cccc(C(F)(F)F)c1`?
Pf growth 96h: -1%; Pf growth 48h: 13%; Tb PYK inh: 5%; LmPK inh: -6%; Sm TGR block: 4%; HCV inh: 6%

How did O=S(=O)(Nc1ccc(S(=O)(=O)Nc2ncccn2)cc1)c1ccccc1 do in these assays?
Pf growth 96h: 15%; Pf growth 48h: -8%; Tb PYK inh: 4%; LmPK inh: -1%; Sm TGR block: -5%; HCV inh: -17%

Screening data deposited in PubChem by National Center for Advancing Translational Sciences (NCATS).
